# Mac1 fbg enh – CD11b/CD18-fibrinogen binding enhancement | actives 0.07% (n = 93,000) | K562 CD11b/CD18 adhesion to fibrinogen, ATPlite luminescence | P05107+P11215 | activation, % at 10 µM;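 active means 10 µM primary screen giving 50% or more activity, confirmed by 40% or more on retest at that dose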; further: strong numbers were not always called active; reference of the scale not given here
# CYP2C19 act – cytochrome P450 2C19 (human) activation | P33261 | recombinant CYP2C19, luciferin-H EGE luminescence; stronger effect = higher value; 0 = fully inhibited enzyme, 1 = untreated enzyme | activation factor at 5 µM | 96,000 tested, under 10 active;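 active means activation factor of at least 2 at 5 µM in the primary screen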;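 further: 0 = wells with 2.5 mM tranylcypromine and 1 = vehicle-only wells; values of inactives mirror those of a sister screen read the other way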
# Target sequence (P33261 whole entry, looked up): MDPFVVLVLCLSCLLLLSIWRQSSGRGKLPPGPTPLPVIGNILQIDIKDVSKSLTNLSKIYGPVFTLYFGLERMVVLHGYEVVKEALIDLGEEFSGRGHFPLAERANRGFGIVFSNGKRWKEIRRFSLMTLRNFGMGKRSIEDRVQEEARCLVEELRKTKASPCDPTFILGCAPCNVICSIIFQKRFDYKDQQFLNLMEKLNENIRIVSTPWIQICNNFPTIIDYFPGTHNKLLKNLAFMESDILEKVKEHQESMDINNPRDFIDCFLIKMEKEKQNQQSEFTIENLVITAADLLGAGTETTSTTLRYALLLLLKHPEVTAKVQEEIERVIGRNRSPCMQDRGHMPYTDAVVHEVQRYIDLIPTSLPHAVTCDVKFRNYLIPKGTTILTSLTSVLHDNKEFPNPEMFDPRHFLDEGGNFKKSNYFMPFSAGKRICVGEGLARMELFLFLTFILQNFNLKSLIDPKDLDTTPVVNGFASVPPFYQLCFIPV
# PTK2B oligo ant – Pyk2 (human) oligomerization antagonism; actives 0.83% (n = 99,000); Q293 cells, Pyk2 FERM NanoBiT luminescence; stronger effect = lower value; z-score (the deposit names both 25 µM and 10 µM); Q14289;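 active means Z-score of -3 or lower, scaled per plate to the spread of control and sample wells; inactive means z-score above -3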;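 further: negative z-score means lost luminescence so less FERM oligomerization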
# CYP2C9 act – increases human cytochrome P450 2C9 activity; recombinant CYP2C9, luciferin-H conversion, luminescence; stronger effect = higher value; factor 1 = untreated enzyme, 0 = blocked; activation factor at 5 µM; AID 1024; actives 1.4% (n = 96,000); P11712;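 active means activation factor of 2 or more for CYP2C9 at a 5 µM dose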;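 further: 0 = sulfaphenazole-blocked wells and 1 = vehicle-only wells; values of inactives mirror those of a sister screen read the other way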
# CYP2C9 inh – human CYP2C9 inhibition; P11712; CYP2C9 Supersomes, luciferin-H conversion, luminescence; inhibition, % at 5 µM; actives 20% (n = 96,000); AID 777;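 active means blocking of liver enzyme CYP2C9 beyond about 50% at 5 µM, limit read from the data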; further: values of inactives mirror those of a sister screen read the other way
# MT1-MMP txn act – activates MT1-MMP transcription; HT1080 MT1-MMP promoter luciferase reporter, luminescence, overnight; stronger effect = higher value; activation factor at 10 µM; actives 0.16% (n = 86,000);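 active means activation factor of at least 2 for MT1-MMP transcription at 10 µM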
# CYP2C19 inh – inhibitors of human CYP2C19; CYP2C19 Supersomes, luciferin-H EGE luminescence, 30 min; AID 778; actives 21% (n = 96,000); inhibition, % at 5 µM; P33261;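 active means CYP2C19 inhibition above a set limit at 5 µM in the primary screen, cut at about 50% in these data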;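 further: plate controls were negative control wells for no effect and 2.5 mM tranylcypromine positive control for full effect; values of inactives mirror those of a sister screen read the other way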
# PLAP activator – activates human placental alkaline phosphatase | purified PLAP enzyme, luminescent substrate read-out; stronger effect = higher value | actives 1.2% (n = 96,000) | P05187 | activation fold at 20 µM; in the data active means activation fold above about 2
# Target sequence (P05187 whole entry, looked up): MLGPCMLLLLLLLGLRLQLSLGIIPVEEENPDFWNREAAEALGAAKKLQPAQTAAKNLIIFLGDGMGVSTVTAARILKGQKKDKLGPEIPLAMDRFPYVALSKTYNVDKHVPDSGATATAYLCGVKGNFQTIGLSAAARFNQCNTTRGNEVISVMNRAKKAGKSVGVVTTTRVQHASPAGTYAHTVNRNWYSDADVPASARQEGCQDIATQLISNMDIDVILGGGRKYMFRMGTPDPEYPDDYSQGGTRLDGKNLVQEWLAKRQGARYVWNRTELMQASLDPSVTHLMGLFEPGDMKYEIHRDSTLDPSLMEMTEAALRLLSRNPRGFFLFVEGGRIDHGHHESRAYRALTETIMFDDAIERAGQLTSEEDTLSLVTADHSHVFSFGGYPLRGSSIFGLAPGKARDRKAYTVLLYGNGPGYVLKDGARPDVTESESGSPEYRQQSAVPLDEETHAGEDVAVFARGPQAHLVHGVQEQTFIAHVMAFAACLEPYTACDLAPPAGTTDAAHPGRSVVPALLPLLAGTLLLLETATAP
# CD11b adhes inh – blocks human CD11b/CD18 adhesion to fibrinogen; P05107+P11215; actives 0.54% (n = 93,000); inhibition, % at 10 µM; K562 CD11b/CD18 adhesion to fibrinogen, ATPlite luminescence; Mn2+ added to activate the integrin;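 active means primary inhibition of 50% or more at 10 µM, then 40% or more on retest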; further: some results filed as inactive read as strong as hits
# Active calls of the source: *; . = not tested or not shown.
nr	Mac1 fbg enh	CYP2C19 act	PTK2B oligo ant	CYP2C9 act	CYP2C9 inh	MT1-MMP txn act	CYP2C19 inh	PLAP activator	CD11b adhes inh	Structure
1	-2	0.9	0.01	0.8	22	.	6	2*	-11	COc1ccc(C(=O)NNC(=O)CSc2nnc(COc3ccccc3)n2C)cc1
2	-6	1	0.19	0.9	14	.	2	1.1	3	CCCCCC(=O)NC(=S)Nc1ccc(N2CCCCC2)c(Cl)c1
3	-4	1.1	-0.79	0.4	63*	1.1	-11	1.3	4	CCOC(=O)c1cnn(-c2nc(SC)nc3sc4c(c23)CCCC4)c1N
4	-1	1	-3.5*	0.8	25	1.1	-4	1.5	30	COc1ccc(C2CC(c3ccccc3)Nc3nc(NC(=O)c4cccs4)nn32)cc1 (centres undefined)
5	4	0.9	-3.8*	0.9	14	1	12	1	-13	O=C(Nc1cccc2ccccc12)N1CCN(c2ccccc2)CC1
6	-4	0.7	1.4	0.5	52*	1.3	34	1.2	-12	CCN(CCCNC(=O)CCc1nc(-c2ccc(C)cc2)no1)c1cccc(C)c1
7	-2	0.9	0.24	0.6	38	1.2	5	1.1	-3	CC1(C)Oc2ccc(C(=O)NC3CCCC3)cc2N(CC(=O)NC2CCCC2)C1=O
8	0	1.1	.	1	2	1.1	-6	1.4	2	O=c1[nH]c(SCc2ccccc2Cl)nc2c1cnn2-c1ccccc1
9	-4	0.8	.	0.9	11	1.1	18	1.7	-1	COc1cc(C2N(c3ccc(F)cc3)C(=O)C3CCCN32)cc(OC)c1OC (centres undefined)
10	-1	1.1	0.28	1.1	-11	.	-11	2.2*	-6	COc1ccc(NC(=S)NNC(=O)Cn2nc([N+](=O)[O-])cc2C)cc1
11	2	0.4	-1.7	0.6	35	1.5	61*	1	-13	O=C(Nc1nccs1)C1Cc2ccccc2CN1S(=O)(=O)c1ccc(F)cc1 (centres undefined)
12	-1	0.5	-0.72	1.7	-66	1	49	0.8	-13	CC1Cc2ccccc2N1C(=O)c1ccc2c(c1)nnn2C (centres undefined)
13	4	1.1	-0.41	1.1	-8	1.1	-8	0.9	-6	CCCCC(=O)NC1=NC(=O)C(C)(C)S1
14	0	1	0.27	0.8	20	1.2	2	0.8	7	CCN1C(=O)c2cccc3c(S(=O)(=O)NCc4cccnc4)ccc1c23
15	-9	0.7	-0.26	0.9	13	1.2	32	2.5*	-6	O=C(c1ccc(F)cc1)c1cn[nH]c1-c1ccccc1O
16	0	0.8	0.05	0.5	47	1.1	15	0.9	-4	CCc1cc2cc3c(cc2nc1SCC(=O)N1CCN(C(=O)c2ccco2)CC1)OCO3
17	1	0.3	-3.7*	0.3	70*	.	65*	1.4	-2	CCOc1cc(CNc2cccc3ccccc23)cc(Br)c1OCC(=O)NC(C)(C)C
18	.	1.1	0.76	1	0	1.3	-5	1.1	.	Cc1cc(NC(=O)CCC(=O)N(CC2CCCO2)C(C(=O)NC2CCCC2)c2cccnc2)no1 (centres undefined)
19	.	0.8	0.99	1	-3	1.5	17	1	.	CSc1cccc(NC(=O)c2ccc(Cl)nc2)c1
20	-3	1.1	-0.87	1.3	-25	.	-15	1.3	19	COC(=O)c1ccccc1NC(=O)c1ccc(COc2cc(C)cc(C)c2)o1

# Quoted from above, compounds 1–15
nr	Mac1 fbg enh	CYP2C19 act	PTK2B oligo ant	CYP2C9 act	CYP2C9 inh	MT1-MMP txn act	CYP2C19 inh	PLAP activator	CD11b adhes inh	Structure
1	-2	0.9	0.01	0.8	22	.	6	2*	-11	COc1ccc(C(=O)NNC(=O)CSc2nnc(COc3ccccc3)n2C)cc1
2	-6	1	0.19	0.9	14	.	2	1.1	3	CCCCCC(=O)NC(=S)Nc1ccc(N2CCCCC2)c(Cl)c1
3	-4	1.1	-0.79	0.4	63*	1.1	-11	1.3	4	CCOC(=O)c1cnn(-c2nc(SC)nc3sc4c(c23)CCCC4)c1N
4	-1	1	-3.5*	0.8	25	1.1	-4	1.5	30	COc1ccc(C2CC(c3ccccc3)Nc3nc(NC(=O)c4cccs4)nn32)cc1 (centres undefined)
5	4	0.9	-3.8*	0.9	14	1	12	1	-13	O=C(Nc1cccc2ccccc12)N1CCN(c2ccccc2)CC1
6	-4	0.7	1.4	0.5	52*	1.3	34	1.2	-12	CCN(CCCNC(=O)CCc1nc(-c2ccc(C)cc2)no1)c1cccc(C)c1
7	-2	0.9	0.24	0.6	38	1.2	5	1.1	-3	CC1(C)Oc2ccc(C(=O)NC3CCCC3)cc2N(CC(=O)NC2CCCC2)C1=O
8	0	1.1	.	1	2	1.1	-6	1.4	2	O=c1[nH]c(SCc2ccccc2Cl)nc2c1cnn2-c1ccccc1
9	-4	0.8	.	0.9	11	1.1	18	1.7	-1	COc1cc(C2N(c3ccc(F)cc3)C(=O)C3CCCN32)cc(OC)c1OC (centres undefined)
10	-1	1.1	0.28	1.1	-11	.	-11	2.2*	-6	COc1ccc(NC(=S)NNC(=O)Cn2nc([N+](=O)[O-])cc2C)cc1
11	2	0.4	-1.7	0.6	35	1.5	61*	1	-13	O=C(Nc1nccs1)C1Cc2ccccc2CN1S(=O)(=O)c1ccc(F)cc1 (centres undefined)
12	-1	0.5	-0.72	1.7	-66	1	49	0.8	-13	CC1Cc2ccccc2N1C(=O)c1ccc2c(c1)nnn2C (centres undefined)
13	4	1.1	-0.41	1.1	-8	1.1	-8	0.9	-6	CCCCC(=O)NC1=NC(=O)C(C)(C)S1
14	0	1	0.27	0.8	20	1.2	2	0.8	7	CCN1C(=O)c2cccc3c(S(=O)(=O)NCc4cccnc4)ccc1c23
15	-9	0.7	-0.26	0.9	13	1.2	32	2.5*	-6	O=C(c1ccc(F)cc1)c1cn[nH]c1-c1ccccc1O

# Continued.
nr	Mac1 fbg enh	CYP2C19 act	PTK2B oligo ant	CYP2C9 act	CYP2C9 inh	MT1-MMP txn act	CYP2C19 inh	PLAP activator	CD11b adhes inh	Structure
21	.	0.6	-1.9	0.9	6	.	39	0.8	.	COc1ccc(/C=C/C(=O)c2ccc(Cl)cc2)c(OC)c1
22	-3	1	1.2	1	-1	1	2	0.9	-9	COC(=O)C1=C(O)CSC1=Nc1cccc(C(F)(F)F)c1
23	2	0.9	1.5	1	5	1.1	7	1	32	CCCOC(=O)CCNc1n[nH]c(=O)[nH]c1=O
24	-1	1	0.03	1.2	-17	1.1	0	1.1	-5	CN(C)Cc1c(O)ccc2c3c(c(=O)oc12)CCCCC3
25	6	0.8	1.4	3.5*	-252	1.1	16	1.5	-16	Cc1cc(C)c2ccc(C)[n+]([O-])c2c1O
26	-3	0	1.6	0	99*	1.1	100*	0.7	26	N#Cc1cccc(NC(=O)COc2ccc(-n3ccnc3)cc2)c1
27	15	0.6	.	0.9	13	.	36	1.6	15	Cc1nc2cc(-c3ccccc3)nn2c(C)c1CCC(=O)N1CCN(c2ccccc2)CC1
28	2	0.9	.	0.9	9	1.1	8	1.1	-7	CCc1c(C)nc(SCC(=O)N2CCc3ccccc32)[nH]c1=O
29	-5	0.7	-2	0.2	81*	1.3	28	1.6	35	CCOC(=O)N1CCN(Cc2nc(N)nc(Nc3ccc(Oc4ccccc4)cc3)n2)CC1
30	-4	1	0.59	0.3	66*	1	4	1.3	2	O=C(O)c1ccccc1NS(=O)(=O)c1ccccc1C(F)(F)F
31	5	1.1	.	0.9	6	1.3	-7	1.3	41	CC(C)CCSc1nc2c(c(=O)[nH]c(=O)n2C)n1CCCc1ccccc1
32	1	0.4	-0.18	0.8	23	.	60*	1.9	-1	Cc1ccc(C2NNC(=O)C2NC(=O)c2ccccc2)cc1 (centres undefined)
33	-5	1.1	0.35	1.3	-34	1.2	-7	1.2	9	CCCNC(=O)C1CCN(c2nc(C)cc(C)n2)CC1
34	1	0.6	0.19	1.1	-6	1.1	45	1.1	7	Cc1cc(Cl)ccc1OCC(=O)OC(C)C(=O)NC(N)=O (centres undefined)
35	-4	0.2	-0.92	0	99*	1.1	81*	1.2	4	O=C(CSCc1cccc(CSCC(=O)Nc2ccc3ccccc3c2)n1)Nc1ccc2ccccc2c1
36	-6	1.2	0.28	0.9	11	1.1	-16	1.8	26	Cc1ccc(Cn2ncc3c(N4CCN(c5ccc(C)cc5)CC4)ncnc32)cc1
37	0	0.9	-1.3	1	-1	1.1	6	1.1	4	Cc1cc(Cl)ccc1NC(=O)NC1CCN(S(=O)(=O)c2ccc(F)cc2)CC1
38	2	1	-0.23	1.3	-26	1.1	-1	1	-8	Cc1cc(C)c2c(CN3CCN(C)CC3)cc(=O)oc2c1
39	-2	0	-0.6	1.9	-94	.	99*	1.4	12	CCOC(=O)N1CCN(S(=O)(=O)c2ccc(OC)c(Cl)c2Cl)CC1
40	4	1.1	.	1.1	-7	.	-9	1.1	9	CCn1c(CNC(=O)C23CC4CC(CC(C4)C2)C3)nnc1SCC(=O)Nc1nnc(C)s1

# Arranged by length of the SMILES (falling): part of the list above.
nr	Mac1 fbg enh	CYP2C19 act	PTK2B oligo ant	CYP2C9 act	CYP2C9 inh	MT1-MMP txn act	CYP2C19 inh	PLAP activator	CD11b adhes inh	Structure
29	-5	0.7	-2	0.2	81*	1.3	28	1.6	35	CCOC(=O)N1CCN(Cc2nc(N)nc(Nc3ccc(Oc4ccccc4)cc3)n2)CC1
26	-3	0	1.6	0	99*	1.1	100*	0.7	26	N#Cc1cccc(NC(=O)COc2ccc(-n3ccnc3)cc2)c1
32	1	0.4	-0.18	0.8	23	.	60*	1.9	-1	Cc1ccc(C2NNC(=O)C2NC(=O)c2ccccc2)cc1 (centres undefined)

# Continued.
nr	Mac1 fbg enh	CYP2C19 act	PTK2B oligo ant	CYP2C9 act	CYP2C9 inh	MT1-MMP txn act	CYP2C19 inh	PLAP activator	CD11b adhes inh	Structure
41	-2	0.5	1.4	2.8*	-177	1	47	1.6	5	COc1ccc(S(=O)(=O)N2CCC(C(=O)N3CCc4ccccc4C3)CC2)cc1
42	1	0.5	1.3	0.7	34	1.1	46	1.1	12	O=c1c(/C=C(\O)c2ccccc2)nc2ccccc2n1-c1ccccc1
43	3	0.5	-0.78	0.5	49	1.1	54*	0.9	-7	Fc1ccc(N2CCN(c3nc(-c4ccco4)cc(C(F)(F)F)n3)CC2)cc1
44	0	0.2	-0.43	0.6	35	0.7	76*	0.6	-27	COc1ccc(-n2nnnc2-c2ccccc2)cc1
45	-3	0.6	-3	0.4	58*	1.4	35	1.6	5	c1ccc(-c2nc(NCc3cccnc3)c3oc4ccccc4c3n2)cc1
46	2	1	1.5	1	-1	1.1	1	1.5	-4	O=C1CC(N2CCN(C/C=C/c3ccccc3)CC2)C(=O)N1CCc1ccccc1 (centres undefined)
47	-10	1	.	0.8	24	.	-3	1	5	CCN(CC)c1nc(N)nc(N(c2ccccc2)c2ccccc2)n1
48	-3	0.8	-0.4	0.8	24	0.5	17	1	16	O=C(Nc1ccc(NC(=O)c2cccs2)cn1)c1ccco1
49	-4	0.9	0.09	0.7	26	1.2	12	1	-5	COC(=O)c1cccc(NC(=O)CN2CCOCC2)c1
50	0	1	0.93	1	4	1.2	0	1.1	9	COc1ccc(NC(=O)C2CCCN(C(=O)NC3CCCCC3)C2)cc1OC (centres undefined)
51	-2	0.4	-1.1	0.1	90*	.	64*	1.9	-2	COc1cc(NC(=O)c2cccs2)c(C(=O)OCC(=O)NC(C)c2ccccc2)cc1OC (centres undefined)
52	-2	0.9	1.4	0.9	9	1.1	9	1.1	2	COc1cccc(N2CCN(C3CC(=O)N(c4ccc(Cl)c(Cl)c4)C3=O)CC2)c1 (centres undefined)
53	-7	1.1	-0.37	1	-1	.	-8	0.9	2	CC(C)n1c(O)c(/C=C2\C=Nc3ccccc32)sc1=Nc1ccccc1
54	-1	0.9	-0.12	0.6	38	1.1	10	1.1	4	CCOc1ccc(NC(=O)CSc2nnc(-c3ccccn3)n2N)cc1
55	2	0.8	0.57	0.6	37	1.1	21	1.8	-19	CC(C)(C)c1cc(CN2CCCC(O)C2)c(O)c(C(C)(C)C)c1 (centres undefined)
56	-3	1	0.22	0.8	18	1.2	0	1.3	24	COC(=O)CSc1nnc(-c2ccc(S(=O)(=O)N3CCCC3)cc2)n1C

# Compounds as they come (roughly 31% active in at least one column).
